Yfh1-depleted yeast: mitochondrial function rescue without frataxin homolog – Friedreich's ataxia, plus single-dose screen, dose response (AID 1465); S. cerevisiae Yfh1-off respiration, WST-1 reduction, 72 h; higher fold induction means a stronger effect; fold induction at 50 µM, or EC50 in µM where a hit was titrated; actives 0.074% (n = 220,000);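 active = fold induction of absorbance versus untreated yeast above a set limit, then at least 30% activation at any dose in follow-up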;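 note: activators that raise dye reduction in frataxin-depleted yeast; strong numbers were not always called active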
Insulin prom up: MIN6 insulin promoter up-regulation | MIN6 insulin promoter-GFP reporter, high-content imaging; stronger effect = higher value | z-score at 5 µM | actives 0.3% (n = 190,000) | AID 1625;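 active = z-score above 3 at 5 µM with at least 500 cells counted in the well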
HEK293 NOD2/NF-kB: inhibition of NOD2-driven NF-kB reporter – cell-based, luminescence, uHTS, HEK293 (AID 1566); inhibition, % at 4 µM; hits with a dose series show EC50 in µM; actives 0.63% (n = 290,000); HEK293 NOD2/NF-kB luciferase reporter, luminescence; higher % means a stronger effect; in the data active = inhibition above about 50%; note: many of its hits are not listed in these tables
Autophagy HCS: autophagy modulation, high-content screen. actives 0.98% (n = 190,000). AID 463193. MEF GFP-LC3 puncta imaging; test concentration mostly 10 µM. calls only at 10 µM (by protocol);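 active = percentage of spot-positive cells more than 3 SD above its plate mean, without a fluorescence outlier flag or 80% toxicity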;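 note: spot-positive cell cutoff set from DMSO-treated cells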
WT yeast gro inh: growth inhibition of WT yeast, mitochondrial fusion screen. mitochondrial fusion phenotypic screen, WT strain. inhibition, % at 10 µM. actives 2.1% (n = 190,000). AID 1362; in the data active = inhibition above about 58%; tested in S. cerevisiae
MT stabilize HCS: microtubule stabilization, imaging screen | HeLa tubulin immunostaining HCS, 24 h; share of cells brighter than vehicle mean+2SD | % tubulin-high responders, % at 10 µM | actives 0.83% (n = 200,000);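 active = plate Z-score above 3 for both tubulin-high and condensed-nucleus cell shares, with cell loss under 80%, at 10 µM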;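 note: anti alpha tubulin signal scored within the nucleus-defined area of each cell; some results filed as inactive read as strong as hits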
bCat nuc transl: alters nuclear translocation of beta-catenin in HeLa cells. immunofluorescence imaging. nuclear translocation activity, % at 5 µM. actives 0.3% (n = 190,000);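 active = nuclear translocation activity above 50% at 5 µM, with a well cell count of 50 or more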;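 note: per-cell ratio of nuclear to cytoplasmic median beta-catenin stain intensity; plate controls were DMSO negative control for no effect and GSK-3 inhibitor IX positive control for full effect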
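assay system = human HeLa cells, endogenous beta-catenin | times = compound treatment 24 h, 37°C, 5% CO2 | detection = Anti-beta-catenin immunofluorescence on PFA-fixed, Triton-permeabilized cells, DAPI nuclei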
Dynein cargo inh: dynein cargo transport inhibition; 3617.4 mouse cells, GR-EGFP nuclear translocation imaging; test concentration mostly 20 µM; stimulated with dexamethasone, 1 µM; stronger effect = lower value; z-score, hits read low; actives 0.47% (n = 220,000); AID 1381;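 active = plate z-score of nuclear minus cytoplasmic receptor signal below a set negative limit, without overly bright fluorescence or cell loss, cut at about -3.5 in these data, passing the limit was not always enough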;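 note: z-score of nuclear minus cytoplasmic ring GR-EGFP intensity difference per well; some compounds called inactive have numbers as strong as hits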
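Buffer or medium: tet-free, stripped-serum medium; Also added: dexamethasone, 1.0 µM final; Technique: high-content fluorescence imaging after fixation; Times: 48 h induction, 1 h compound, 30 min dex at 37 °C; Read-out: per-cell GR-EGFP intensity, nucleus versus surrounding cytoplasmic ring, well-averaged.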
Hep lipid drop: modulators of hepatic lipid droplet formation | actives 0.4% (n = 240,000) | AML12 mouse hepatocytes, oleate lipid droplets, BODIPY imaging | inhibition, % at 6.5 µM;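 active = lipid droplet intensity inhibited by at least 50%, with more than 500 cells counted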
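Technique: fluorescence imaging, 20x objective, two fields per well / Assay system: AML12 hepatocytes (mouse) / Measure: % inhibition of lipid droplet signal / Doses: 6.5 µM single-point dosing / Incubation: overnight exposure / Reagent: 100 µM oleic acid challenge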
WT yeast gro inh mutant strain: also measured in WT yeast gro inh; calls as there; inhibition, %; mitochondrial fusion phenotypic screen, mutant strain inhibition
Dynein cargo inh cytoplasmic EGFP: also measured in Dynein cargo inh; calls as there; z-score; measured here: cytoplasmic GR-EGFP intensity; stronger effect = higher value
Dynein cargo inh nuclear GR-EGFP: also measured in Dynein cargo inh; calls as there; z-score; measured here: nuclear GR-EGFP intensity;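 lower value marks the stronger effect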
Dynein cargo inh cell count: recorded beside Dynein cargo inh, whose call it bears; z-score; measured here: cell count per field
Insulin prom up cell count: recorded beside Insulin prom up, whose call it bears; cell count; measured here: cytotoxicity, nuclei count;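 total cells summed across four imaged fields per well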
Hep lipid drop cells 6.5 µM: recorded beside Hep lipid drop, whose call it bears; cell count; measured here: cell count, cytotoxicity flag;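 cells counted across two imaged fields per well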
bCat nuc transl cell count 5 µM: second read-out of bCat nuc transl, no call of its own (marks repeat the call); cell count; measured here: cell count, cytotoxicity flag
MT stabilize HCS Hoechst-high %: second read-out of MT stabilize HCS, no call of its own (marks repeat the call); % Hoechst-high responders; measured here: nuclear condensation Hoechst responders;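 share of cells brighter than vehicle mean plus two SD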
MT stabilize HCS cytotoxicity %: recorded beside MT stabilize HCS, whose call it bears; toxicity, %; measured here: cytotoxicity by cell density;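 0% = mean cell density of plate MIN control wells and 100% = no cells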
Autophagy HCS cell loss 18 h: recorded beside Autophagy HCS, whose call it bears; toxicity, %; measured here: cell loss, nuclei count;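 cell loss after 18 h compound exposure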
The depositor's hits bear a star; i = inactive; . = not tested or not shown. Not all compounds are listed. The share of hits here may be higher or lower than overall.

SMILES | Yfh1-depleted yeast | Insulin prom up | Insulin prom up cell count | HEK293 NOD2/NF-kB | Autophagy HCS | Autophagy HCS cell loss 18 h | WT yeast gro inh | WT yeast gro inh mutant strain | MT stabilize HCS | MT stabilize HCS Hoechst-high % | MT stabilize HCS cytotoxicity % | bCat nuc transl | bCat nuc transl cell count 5 µM | Dynein cargo inh | Dynein cargo inh cytoplasmic EGFP | Dynein cargo inh nuclear GR-EGFP | Dynein cargo inh cell count | Hep lipid drop | Hep lipid drop cells 6.5 µM
COc1ccc(CNC(=O)Cn2nc(C(F)(F)F)c3c2CCC3)cc1 | i | 1.2 | 1205 | 6% | i | 2 | -13 | -7 | 2.8 | 1.4 | 56 | . | . | -0.091 | -0.29 | -0.014 | -0.037 | -1 | 733
COC(=O)C1=C(C(=O)OC)[C@@H]2Nc3ccccc3[C@@]23C[C@@H](C(=O)OC)N(C(=O)c2ccc(Br)cc2)C3=N1 | i | -0.34 | 977 | 16% | . | . | . | . | . | . | . | 0.1 | 1134 | 0.9 | -0.74 | 0.58 | -0.39 | . | .
CC1CC(C)CN(C(=O)c2ccc3c(=O)n(Cc4ccc5c(c4)OCO5)c(=S)[nH]c3c2)C1 (stereo not drawn) | i | -1.1 | 1121 | 27% | i | 1 | -10 | -19 | 3.0 | 1.8 | 5.6 | 0.1 | 718 | 0.45 | -0.13 | 0.36 | -0.36 | . | .
Cc1onc(-c2ccccc2Cl)c1C(=O)N1CCN(C(=O)c2ccco2)CC1 | i | 0.96 | 1554 | 5% | i | -1 | -5 | -2 | 2.8 | 2.0 | 9.8 | -2.3 | 708 | -0.26 | -0.22 | 0.099 | 0.95 | . | .
COc1ccc2oc(=O)c(C(=O)C[n+]3cccc(C)c3)cc2c1 | i | -0.11 | 1576 | 13% | i | -7 | -7 | -20 | 2.6 | 2.1 | 5.2 | 0.1 | 1487 | -0.18 | -0.25 | -0.39 | 0.55 | -22 | 695
Cc1cccc(NC(=O)CCn2cnnn2)c1 | i | -0.38 | 1287 | -10% | i | 5 | -2 | 0 | 2.6 | 3.1 | 0.4 | -0.1 | 1130 | 0.21 | -0.29 | 0.24 | 0.64 | -2 | 707
CCOC(=O)c1cnc2c(F)ccc(F)c2c1Sc1ccccc1 | i | 0.3 | 1078 | 0% | . | . | . | . | . | . | . | 0.6 | 1265 | -4* | 0.37* | -2* | 0.23* | 25 | 786
Cc1ccc(C(=O)N2CCC3(CC2)Oc2ccc(F)cc2C(=O)C32CC(c3ccccc3)=NO2)s1 (stereo not drawn) | i | -1.5 | 919 | 17% | . | . | . | . | . | . | . | 2.1 | 1135 | -0.63 | -0.71 | -0.22 | 0.25 | . | .
COc1ccc2cc(C(=O)C3CCCN(C(=O)c4cc(=O)n(C)c(=O)n4C)C3)ccc2c1 (stereo not drawn) | i | -0.11 | 1299 | 7% | i | 2 | 2 | 10 | 0.8 | 0.8 | 2.6 | -2.7 | 1112 | -0.9 | -0.28 | -0.58 | 0.58 | -10 | 693
CCN(C(=O)C1CCN(S(=O)(=O)c2cccc3nonc23)CC1)c1ccccc1 | i | -0.36 | 1034 | 6% | i | 14 | -11 | 5 | 6.1 | 2.9 | 7.4 | . | . | 0.32 | -0.16 | 0.4 | -0.3 | . | .
CCOC(=O)C1CCN(C(=O)CSc2ccc(Cl)cc2)CC1 | i | -0.08 | 1149 | 14% | i | 31 | 4 | 3 | 3.1 | 1.9 | 5.0 | -2.8 | 1184 | 0.41 | -0.21 | 0.11 | 0.12 | -27 | 764
NC(N)=Nc1nc2ccccc2o1 | i | 0.39 | 1452 | 10% | . | . | . | . | . | . | . | 0.2 | 1194 | 1.2 | -0.19 | 0.59 | -1.6 | 6 | 858
O=c1[nH]c(Cc2ccccc2)nc2ccccc12 | i | . | . | 15% | i | -6 | -11 | -1 | 2.0 | 1.7 | 3.7 | -0.7 | 1603 | -0.28 | -0.25 | -0.068 | 1.2 | 3 | 682
CC1=CC2=NC(=O)/C(=C\c3cccn3CCOc3ccccc3C)C(=N)N2O1 | i | 0.95 | 988 | 5% | i | 2 | 10 | 0 | 2.0 | 2.9 | 2.5 | -2.1 | 1097 | -0.77 | -0.27 | -0.3 | 0.24 | -20 | 668
CCCCOc1ccccc1C1CC(=O)NC2=C1C(=O)CCC2 (stereo not drawn) | . | 1.2 | 983 | -31% | i | 24 | 12 | -2 | 48* | 53* | 74* | 109* | 591* | -0.12 | -0.25 | 0.17 | 0.42 | . | .
COc1ccc(/C=C2\SC(=O)N=C2N)cc1OC | i | -0.91 | 1287 | -16% | i | -14 | -3 | -13 | 2.8 | 2.0 | 3.4 | -1.1 | 877 | 0.71 | -0.17 | 0.99 | -1.7 | -1 | 699
CCNC(=S)Nc1ccc(Cl)c(C(F)(F)F)c1 | i | -0.37 | 1146 | 15% | i | 5 | 23 | 19 | 1.9 | 1.3 | 7.5 | 0.0 | 982 | 0.46 | 1.5 | 1.5 | -2.5 | -25 | 587
CSc1sc(-c2ccnc(SCC(=O)C(C)(C)C)n2)c2c1C(=O)CC(C)(C)C2 | i | -1.1 | 986 | 1% | . | . | . | . | . | . | . | -0.9 | 1362 | 0.43 | -0.24 | 0.64 | 0.093 | 2 | 655
CC(=O)c1cc2c(cc1NC(=O)C1CC1)OCO2 | i | . | . | 1% | i | 24 | -20 | 0 | 2.8 | 3.2 | 5.3 | -2.0 | 570 | -1.4 | -0.27 | -0.67 | 0.93 | -4 | 779
CCCOc1nc(N)c(C#N)c(-c2ccccc2F)c1C#N | i | 0.97 | 1137 | 16% | i | 5 | 12 | -12 | 2.5 | 1.7 | 6.7 | -0.1 | 996 | -1.8 | 0.24 | -0.62 | 0.82 | -2 | 740
COc1ccc(CCNC(=O)/C(C#N)=C2\N=C(NC(=O)c3cccs3)c3ccccc32)cc1 | i | 0.01 | 946 | 15% | i | 19 | 9 | -1 | 5.1 | 3.4 | 3.9 | -1.8 | 1177 | 0.26 | -0.084 | 0.68 | 0.86 | -13 | 620
CCOC(=O)N1CCN(Cc2nc(-c3ccccc3)no2)CC1 | i | -0.69 | 1296 | -13% | i | -2 | 4 | -9 | 3.9 | 2.8 | 3.0 | -0.9 | 1079 | -0.9 | -0.16 | -0.26 | 1.1 | 4 | 767
Cc1cc(/C=N/NC(=O)CC#N)c(C)n1-c1ccc([N+](=O)[O-])cc1 | i | 0 | 1406 | -11% | i | 14 | -13 | 11 | 5.3 | 3.6 | 5.2 | 0.2 | 1524 | 0.48 | -0.28 | 0.5 | -0.47 | 11 | 711
CC(C)(C)NC(=O)C(=O)N/N=C/c1ccc(F)cc1 | i | . | . | -4% | i | -2 | -4 | -17 | 2.2 | 1.6 | 7.4 | -6.2 | 1093 | -0.48 | -0.11 | -0.45 | -0.013 | -10 | 652
CC(C)(C)NC(=O)CN1CCC(NC(=O)C23CC4CC(CC(C4)C2)C3)CC1 | i | . | . | 3% | i | 24 | -5 | -4 | 1.3 | 1.3 | 3.0 | -1.3 | 542 | -1.6 | -0.2 | -0.78 | 1.6 | 5 | 756
SMILES | Yfh1-depleted yeast | Insulin prom up | Insulin prom up cell count | HEK293 NOD2/NF-kB | Autophagy HCS | Autophagy HCS cell loss 18 h | WT yeast gro inh | WT yeast gro inh mutant strain | MT stabilize HCS | MT stabilize HCS Hoechst-high % | MT stabilize HCS cytotoxicity % | bCat nuc transl | bCat nuc transl cell count 5 µM | Dynein cargo inh | Dynein cargo inh cytoplasmic EGFP | Dynein cargo inh nuclear GR-EGFP | Dynein cargo inh cell count | Hep lipid drop | Hep lipid drop cells 6.5 µM
CC(=O)N(C(C)=O)N1C(=O)C2C3c4ccccc4C(c4ccccc43)C2C1=O (stereo not drawn) | i | 0.04 | 1461 | 14% | i | 12 | 3 | 0 | 1.1 | 1.7 | 5.0 | 0.1 | 1491 | -0.47 | -0.3 | -0.12 | 0.57 | 22 | 753
Cc1cccc(OCC(=O)NNC(=O)c2cccs2)c1 | i | -0.56 | 1249 | 10% | i | 57 | 7 | -2 | 0.6 | 1.4 | 5.8 | 1.1 | 1073 | -0.36 | -0.23 | -0.11 | 0.55 | 43 | 745
COc1ccc(C(=O)CSc2cc(C)nc(SCC(=O)c3ccc(C)cc3)n2)cc1 | i | -0.08 | 1013 | 47% | i | -13 | 8 | -20 | 2.6 | 1.6 | 6.1 | 0.3 | 981 | 0.17 | -0.25 | 0.29 | -0.57 | -4 | 788
Cn1c(-c2ccco2)nc2cc3ccccc3cc21 | i | . | . | -297% | i | -10 | 65 | 65 | 4.0 | 2.4 | 8.9 | . | . | -0.31 | -0.21 | 0.13 | -0.12 | . | .
CC(C)(C)c1cc(N)on1 | i | 0.34 | 1277 | 10% | i | -9 | 13 | 1 | 4.1 | 0.8 | 2.5 | . | . | 0.11 | -0.26 | -0.24 | 0.67 | . | .
Cc1cc(C(=O)CN2C(=O)c3ccccc3C2=O)c(C)n1C1CC1 | i | 0.31 | 1473 | -38% | i | 4 | 8 | -1 | 3.6 | 1.5 | 4.3 | -0.1 | 1340 | -0.074 | -0.15 | 0.035 | 0.13 | . | .
O=C(NCc1ccco1)c1cc(C(=O)C2CCCCC2)c[nH]1 | i | . | . | -9% | i | 7 | 12 | 25 | 1.3 | 1.6 | 7.0 | . | . | 0.19 | -0.22 | -0.18 | -0.35 | . | .
CCCCNC(=O)CSc1nc2ccc(N3CCOCC3)cc2c(=O)n1Cc1ccc(OC)cc1 | i | . | . | -42% | i | 22 | 11 | 18 | 1.7 | 1.6 | 6.1 | 0.5 | 1112 | -0.31 | -0.31 | -0.064 | 0.7 | 0 | 701
